M5 PAM: positive allosteric modulators of human muscarinic M5 receptor | P08912 | CHO-K1 hM5, Fluo-8 calcium, ACh EC20 PAM; 0% = ACh EC20, 100% = ACh EC100 | activation, % at 3 µM | 360,000 compounds, 0.3% hits;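 active = activation above the run cutoff, the mean activation of all test compounds plus 3 SD, cut at about 18% in these data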
Target sequence (P08912 whole entry, looked up): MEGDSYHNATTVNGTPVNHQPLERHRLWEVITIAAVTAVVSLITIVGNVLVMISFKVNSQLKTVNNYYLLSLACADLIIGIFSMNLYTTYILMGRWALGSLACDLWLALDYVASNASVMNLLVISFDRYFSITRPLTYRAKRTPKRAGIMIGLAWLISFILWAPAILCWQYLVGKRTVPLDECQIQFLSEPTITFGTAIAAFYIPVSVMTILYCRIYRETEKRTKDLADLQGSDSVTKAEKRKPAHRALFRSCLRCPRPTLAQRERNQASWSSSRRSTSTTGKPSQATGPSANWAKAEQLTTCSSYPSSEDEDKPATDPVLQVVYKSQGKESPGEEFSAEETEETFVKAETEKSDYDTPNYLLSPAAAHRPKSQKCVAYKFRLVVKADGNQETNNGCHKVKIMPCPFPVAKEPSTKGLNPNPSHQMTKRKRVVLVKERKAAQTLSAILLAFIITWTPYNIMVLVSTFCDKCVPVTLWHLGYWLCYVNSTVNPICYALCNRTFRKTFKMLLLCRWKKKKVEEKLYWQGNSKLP
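System: CHO-K1 cell line with stable human muscarinic M5 receptor expression | Also added: EC20 acetylcholine as agonist stimulus | Compound: One concentration, 3 µM final (nominal) | Timing: Fluo-8 loading 80 min at 37 °C plus 30 min room temperature | Measured by: Fluo-8 calcium dye fluorescence, kinetic read | Read-out basis: % activation, ACh-normalized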
CHRM5 agonist: CHRM5 agonism in calcium assay | P08912 | CHO-K1 hM5 cells, Fluo-8 calcium fluorescence; 0% DMSO wells, 100% maximal acetylcholine response | activation, % at 3 µM | 360,000 compounds, 0.19% hits | AID 624037;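 active = activation above the run's mean over test compounds plus 3 SD, cut at about 23% in these data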;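 note: signal is peak over basal fluorescence ratio across the kinetic read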
CHO-K1 Ca PAM: nonselective activator or artifact in parental CHO-K1 calcium assay; activation, % at 3 µM; 360,000 compounds, 0.02% hits; ATP EC20, Fluo-8 calcium fluorescence; 0% at ATP EC20, 100% at ATP max;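 active = activation above the run cutoff, the mean activation of all test compounds plus 3 SD, cut at about 40% in these data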;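 note: peak over basal fluorescence ratio in a 140 s read after ATP addition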
CRFBP-R2 block: CRF-BP/CRF-R2 complex antagonism. inhibition, % at 11.8 µM. AID 588475. HEK293 CRF-R2/CRF-BP, CRF-induced calcium fluorescence. 350,000 compounds, 0.59% hits;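 active = inhibition of the ligand-induced calcium signal above about 50% at the single tested concentration, limit read from the data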
CRFR2-BP ag: agonists of human CRF-binding protein/CRF-R2 receptor complex; HEK293 CRF-R2/CRF-BP, calcium dye fluorescence (FLIPR); percent of saturating CRF peptide response; activation, % at 13.2 µM; 350,000 compounds, 0.46% hits;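 active = activation of at least 50%, plus an integration ratio under a set limit after plate pattern correction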;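 note: plate controls were neutral control wells without compound for no effect and CRF at EC100 for full effect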
CHRM4 PAM: CHRM4 positive allosteric modulation; CHO-K1 hM4/Gqi5, Fluo-8 calcium fluorescence, ACh EC20; 0% = ACh EC20, 100% = maximal ACh; activation, % at 3 µM; 360,000 compounds, 0.4% hits; AID 624126;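 active = activation above its plate's cutoff, the mean activation of sample wells plus 3 SD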; note: some results filed as inactive read as strong as hits
Target sequence (P08173 whole entry, looked up): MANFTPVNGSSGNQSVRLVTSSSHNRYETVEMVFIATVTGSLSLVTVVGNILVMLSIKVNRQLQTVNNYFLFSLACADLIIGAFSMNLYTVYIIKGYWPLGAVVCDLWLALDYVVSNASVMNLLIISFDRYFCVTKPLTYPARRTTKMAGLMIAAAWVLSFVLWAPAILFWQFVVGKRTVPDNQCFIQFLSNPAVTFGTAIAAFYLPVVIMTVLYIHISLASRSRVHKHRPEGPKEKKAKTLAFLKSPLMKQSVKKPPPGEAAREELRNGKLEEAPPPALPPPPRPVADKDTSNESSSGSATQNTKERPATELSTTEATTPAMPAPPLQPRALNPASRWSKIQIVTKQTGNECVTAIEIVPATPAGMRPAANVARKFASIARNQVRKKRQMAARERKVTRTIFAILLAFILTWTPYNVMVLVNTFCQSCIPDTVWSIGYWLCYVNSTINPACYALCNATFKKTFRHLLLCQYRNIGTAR
TAAR1 ag: agonists of human TAAR1 | Q96RJ0 | CHO RD-HGA16 TAAR1, Fluo-8 calcium fluorescence; vehicle wells 0%, saturating PEA agonist 100% | activation, % at 3 µM | 360,000 compounds, 0.99% hits | AID 624467;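 active = activation above the mean activation of all test compounds in the run plus 3 SD, cut at about 38% in these data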
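Benchmarks: low control DMSO, high control PEA (EC100); System: CHO RD-HGA16 cells carrying human TAAR1 plus Gα16; Detection: Fluo-8 fluorescence, 5 s baseline then 140 s kinetic read; Schedule: 17-24 h plating, Fluo-8 75 min 37 °C, 30 min RT; Read-out basis: % activation from peak over basal fluorescence ratio, DMSO-to-PEA scaled.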
TAAR1 antag: antagonists of human TAAR1. Q96RJ0. CHO RD-HGA16 TAAR1, Fluo-8 calcium fluorescence, antagonist. inhibition, % at 3 µM. 360,000 compounds, 1.5% hits;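 active = inhibition above a per-plate cutoff, the mean inhibition of test compounds on that plate plus 3 SD, cut at about 49% in these data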;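 note: 0% = DMSO plus EC80 beta-PEA response and 100% = DMSO alone without agonist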
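test system = CHO RD-HGA16 cells bearing hTAAR1 | replication = singlicate | controls = DMSO-only wells and EC80 β-PEA-stimulated wells | reagent = EC80 β-phenethylamine stimulus | read-out basis = percent inhibition of PEA-evoked calcium signal, max/basal emission ratio | schedule = seeding 17-24 h prior, 75-min 37 °C, 30-min RT dye loading | signal = kinetic Fluo-8 calcium fluorescence measurement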
M5 antag: CHRM5 antagonism in calcium assay | P08912 | inhibition, % at 3 µM | 360,000 compounds, 0.59% hits | CHO-hM5 cells, Fluo-8 calcium fluorescence, ACh EC80;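 active = inhibition above a per-plate cutoff, the mean of that plate's test compounds plus 3 SD, cut at about 27% in these data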;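 note: 0% = acetylcholine EC80 with DMSO and 100% = DMSO without agonist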
* = called active by the depositor; . = not tested or not shown. Outcome played no part in choosing rows; about 4.2% have a hit in one of these screens.

SMILES,M5 PAM,CHRM5 agonist,CHO-K1 Ca PAM,CRFBP-R2 block,CRFR2-BP ag,CHRM4 PAM,TAAR1 ag,TAAR1 antag,M5 antag
COc1ccc(-c2ccc(SCC(=O)c3ccc(F)cc3)nn2)cc1OC,-11,3,4,4,-2.6,-10,3,29,12
COc1cc(NC(=O)CSc2nc3c(c(=O)[nH]2)CCCC3)cc(OC)c1OC,0,-3,5,4,-0.2,2,7,-6,-4
Fc1ccc(-c2csc(Nc3ccccn3)n2)cc1,0,0,15,-13,0.1,2,-3,-9,9
COc1ccc(C)cc1NC(=O)CN1CCN(c2ccc(F)cc2)CC1,7,-3,15,10,0.9,5,0,-24,-3
CCOc1ccc(NC(=S)N(CCN2CCOCC2)Cc2cc3cc4c(cc3[nH]c2=O)OCO4)cc1,2,-5,8,2,-1.2,-9,0,-8,0
Cc1cc2[nH]c(=O)c(=O)[nH]c2cc1S(=O)(=O)NCC(C)c1ccccc1 (stereo unspecified),-3,0,7,-4,-0.9,0,1,-3,1
NCCNC(=O)Cc1ccc(NC(=O)Cc2ccc(Nc3ncnc4c3ncn4[C@@H]3O[C@H](CO)[C@@H](O)[C@H]3O)cc2)cc1,-7,1,-2,1,6.0,-1,0,0,7
CCCC[C@@H]1Cc2[nH][nH]c(=O)c2[C@@H](c2ccc(Cl)cc2)O1,-1,4,-2,.,.,-1,2,-6,4
Cc1ccccc1-n1c(SCC(=O)NC2CC2)nc2ccccc2c1=O,-3,1,-6,-9,1.0,-2,1,-26,-2
CCCc1cc(=O)oc2c(C)c(OCC(=O)c3ccc(N4CCCC4)cc3)ccc12,-3,0,0,12,-1.8,-4,3,3,1
O=C(CN1CCCC1)Nc1ccc(NC(=O)Nc2ccccc2Cl)cc1,-3,-5,3,0,-0.8,-5,1,16,5
CN(Cc1ccc(C(C)(C)C)cc1)C(=O)c1ccc2c(=O)n3c(nc2c1)CCC3,1,1,15,1,0.8,4,9,0,2
O=C(Cc1ccccc1)n1nc(-c2ccco2)nc1SCc1ccccc1,-5,-1,17,15,0.4,14,4,2,-4
Cc1ccccc1-n1c(SCC(=O)NC(N)=O)nc2sc(-c3ccccc3)cc2c1=O,-7,0,-2,-4,-0.9,4,1,7,5
CSCCC(=O)N1CCCC(CNC(=O)c2ccc(-c3ccccc3)cc2)C1 (stereo unspecified),2,-2,4,7,1.4,-2,1,6,3
Cn1c(Cc2ccccc2)nnc1SCC(=O)N1CCN(c2ccccc2)CC1,10,-11,15,-9,0.6,-1,1,-5,-4
O=C(NC(=S)NC1CC1)c1cccnc1,5,-10,15,-11,0.0,-4,14,3,-10
O=C(Nc1ccc2oc(-c3ccncc3)nc2c1)c1ccc(Br)o1,2,-3,8,11,-0.1,1,1,12,1
COc1ccc(S(=O)(=O)n2nc(-c3ccc(Cl)cc3)cc2N)cc1OC,-3,1,0,7,0.0,8,-1,22,3
COc1ccc(/C=C/C(=O)N2CCN(c3ccccn3)CC2)cc1OC,-4,5,7,1,-1.2,0,3,5,10
O=c1oc2cc(Br)ccc2n1CSC1=NCCS1,-3,-6,16,4,-0.4,2,9,1,2
Cc1ccc(N=C2C(=O)Nc3c(C)cccc32)cc1,0,-1,17,15,-0.4,-4,4,-11,4
Cc1nc2ccc(Br)cn2c1C(=O)N/N=C\c1ccc(C(C)C)cc1,1,-1,12,-10,-2.5,3,1,-12,-1
Clc1ccc(-c2nc3ccc(Br)cn3c2Cc2ccccc2)cc1,2,-2,12,-5,0.3,9,4,26,-8
CC1(C(=O)NS(=O)(=O)c2ccc(F)cc2F)CCN1C(=O)C1(c2ccc(Cl)cc2)CC1 (stereo unspecified),-4,0,-9,.,.,9,0,-4,0
CN(C)S(=O)(=O)c1ccc(NCC2COc3ccccc3O2)c([N+](=O)[O-])c1 (stereo unspecified),-1,0,13,-31,6.7,4,4,32,7
Cc1ccc(C2=NS(=O)(=O)N(C)C(C(=O)NCc3cccs3)=C2)cc1,-5,1,14,-26,-6.3,-5,9,27,1
CN(C)Cc1c(O)ccc2c(=O)c(-c3ccccc3Cl)coc12,2,1,13,1,-0.7,9,-1,-1,5
O=[N+]([O-])c1cccc(C=NN2CCCCCC2)c1,11,3,-2,-11,-1.8,1,0,-17,-3
CN(CC(=O)NCCc1ccccc1)S(=O)(=O)c1cnc[nH]1,-2,-1,-2,10,-5.2,0,7,9,1
CC(OC(=O)c1cccs1)C(=O)Nc1nc(-c2ccccc2)cs1 (stereo unspecified),-1,0,21,-35,1.2,1,1,9,-2
CC(C)CCn1c(SCC#N)nc2c(sc3ccccc32)c1=O,-1,-1,19,-1,0.5,-3,10,-13,-4
O=C(N=c1ccn(-c2nc3ccccc3nc2NS(=O)(=O)c2ccccc2)cc1)c1ccccc1Cl,-2,-4,-4,-18,29,-4,9,-17,7
Cc1ccc(-n2nc3c(c2NC(=O)C2CC2)CS(=O)(=O)C3)cc1,-1,-3,11,-4,0.7,2,0,0,3
COc1ccc(NC(=O)c2c(SC)nsc2SC)cc1,3,-4,9,-10,0.7,-1,-2,-4,1
O=C(O)CSc1nc2ccc(C(=O)c3ccccc3)cc2[nH]1,-1,-2,14,-7,0.5,-6,-1,-10,4
O=C(c1ccc(N2CCOCC2)c([N+](=O)[O-])c1)N1CCN(c2ccccc2F)CC1,0,1,9,9,-0.4,9,2,-13,8
O=C(NN=Cc1ccc(F)cc1)c1ccccc1NS(=O)(=O)c1cccs1,-13,1,-14,-3,-0.4,3,7,25,12
C=CCN(C(=O)CCC(=O)Nc1cc(C)on1)C(C(=O)NC(C)(C)CC)c1cccc(OC)c1OC (stereo unspecified),2,-3,3,6,-1.7,-3,-2,-27,11
CCN(CC)c1ccc2cc(C(=O)Nc3ccccn3)c(=O)oc2c1,-6,-4,8,-206,263*,1,11,7,-10
CCOc1ccccc1NC(=O)CSc1cn[nH]n1,3,2,-6,-10,-0.9,-3,2,-12,6
CC1=C(C(=O)N2CCOCC2)CC(CC(=O)NCCCN(C)C)C(=O)N1Cc1ccc(F)cc1 (stereo unspecified),2,3,17,.,.,6,3,-5,1
Cc1ccc2nc3c(cc(C(=O)NCc4ccco4)c(=N)n3C3CCCC3)c(=O)n2c1,1,-5,20,.,.,-4,-2,-17,4
CC(c1ccccc1)C1C(C#N)=C(N)OC2=C1C(=O)CCC2 (stereo unspecified),-1,0,11,-11,1.9,9,9,8,1
CC(NC(=O)c1ccc([N+](=O)[O-])o1)C1CC2CCC1C2 (stereo unspecified),5,1,-5,13,-3.0,-2,.,.,3
CCN(C(=O)COC(=O)c1ccc2c(=O)n3c(nc2c1)CCC3)C1CCS(=O)(=O)C1 (stereo unspecified),3,4,7,1,1.2,-2,1,-9,6
CN(C(=O)c1cccc(C(=O)N(C)c2ccccc2)c1)c1ccccc1,1,1,18,-5,0.9,2,2,-14,3
CCCOc1ccc(/C(O)=C2/C(=O)C(=O)N(CCCn3ccnc3)C2c2ccc(C)o2)cc1 (stereo unspecified),16,-1,-3,-25,1.6,14,7,-6,0
C=CC[C@@H](CC(=O)OC(C)(C)C)C(=O)OC[C@@H]1CCCN1C(=O)[C@@H](CC=C)CC(=O)N(CCO)Cc1ccccc1,-16,-5,9,0,0.5,-4,8,20,20
CCOC(=O)c1ccc2nc(NC(C)=O)sc2c1,1,-3,-9,1,0.5,-3,7,-2,-12
CCC(C)[C@H](NC(=O)Nc1cccc(Cl)c1)C(=O)O (stereo partly specified),4,0,11,-16,-1.1,6,10,13,-8
C[C@H](CO)N1C[C@H](C)[C@H](CN(C)Cc2cccc(O)c2)OCc2ccccc2-c2c(n(C)c3ccccc23)C1=O,5,3,6,-14,-0.2,3,1,-14,-1
N#CCCNc1c(Cl)cc(Cl)cc1C(=O)O,9,3,32,31,-0.7,18,2,-12,-10
Cc1cc(SCC(=O)N2CCCC2)nc2ccccc12,-2,-3,-1,-13,-1.6,7,14,7,5
COc1ccc(C2C(C(C)=O)=C(O)C(=O)N2c2cccnc2)cc1OC (stereo unspecified),2,-1,13,18,-1.4,2,1,14,3

Some of the entries so far, field by field:
N#CCCNc1c(Cl)cc(Cl)cc1C(=O)O
  M5 PAM: 9; CHRM5 agonist: 3; CHO-K1 Ca PAM: 32; CRFBP-R2 block: 31; CRFR2-BP ag: -0.7; CHRM4 PAM: 18; TAAR1 ag: 2; TAAR1 antag: -12; M5 antag: -10

C[C@H](CO)N1C[C@H](C)[C@H](CN(C)Cc2cccc(O)c2)OCc2ccccc2-c2c(n(C)c3ccccc23)C1=O
  M5 PAM: 5; CHRM5 agonist: 3; CHO-K1 Ca PAM: 6; CRFBP-R2 block: -14; CRFR2-BP ag: -0.2; CHRM4 PAM: 3; TAAR1 ag: 1; TAAR1 antag: -14; M5 antag: -1

COc1ccc(C2C(C(C)=O)=C(O)C(=O)N2c2cccnc2)cc1OC (stereo unspecified)
  M5 PAM: 2; CHRM5 agonist: -1; CHO-K1 Ca PAM: 13; CRFBP-R2 block: 18; CRFR2-BP ag: -1.4; CHRM4 PAM: 2; TAAR1 ag: 1; TAAR1 antag: 14; M5 antag: 3

C=CC[C@@H](CC(=O)OC(C)(C)C)C(=O)OC[C@@H]1CCCN1C(=O)[C@@H](CC=C)CC(=O)N(CCO)Cc1ccccc1
  M5 PAM: -16; CHRM5 agonist: -5; CHO-K1 Ca PAM: 9; CRFBP-R2 block: 0; CRFR2-BP ag: 0.5; CHRM4 PAM: -4; TAAR1 ag: 8; TAAR1 antag: 20; M5 antag: 20

Screening results from PubChem BioAssay.
